Screening data (PubChem)
NF-kB expr up – raises NF-kB expression in human neuronal cells; NF-kB reporter expression; hits give high values; fold change at 12.5 µM; 1.6% of 190,000 active; AID 1239; in the data active = fold change above about 3.3
PMI act – increases human mannose-6-phosphate isomerase activity. P34949. purified human PMI, coupled resazurin fluorescence, 20 min; hits give high values; 1 = vehicle control, 0 substrate-free wells. activation factor at 20 µM. 0.005% of 190,000 active. AID 1214;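 active = activation factor of 2 or more at 20 µM, relative to plate controls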
Target sequence (P34949 whole entry, looked up): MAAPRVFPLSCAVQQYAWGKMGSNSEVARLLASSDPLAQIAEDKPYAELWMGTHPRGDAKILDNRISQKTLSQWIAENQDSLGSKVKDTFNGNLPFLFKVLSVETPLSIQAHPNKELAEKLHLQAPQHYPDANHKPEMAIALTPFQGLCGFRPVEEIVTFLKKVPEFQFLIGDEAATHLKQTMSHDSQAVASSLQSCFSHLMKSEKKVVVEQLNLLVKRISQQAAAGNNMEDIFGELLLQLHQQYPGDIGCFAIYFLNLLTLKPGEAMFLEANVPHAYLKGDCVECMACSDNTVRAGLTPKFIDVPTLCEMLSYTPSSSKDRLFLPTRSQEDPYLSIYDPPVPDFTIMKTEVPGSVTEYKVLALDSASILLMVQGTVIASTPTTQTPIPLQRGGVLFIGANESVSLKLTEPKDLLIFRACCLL
FLuc stim CS – firefly luciferase counter-screen for stimulation assays | ATPlite luciferase biochemical, luminescence, 10 min; 0 = ATP-free wells, 1 = DMSO control | AID 1027 | activation factor at 10 µM | 200,000 tested, under 10 active;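 active = luciferase activation factor, scaled between plate controls, of at least 2 with compound at 10 µM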
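Assay system: Luciferase/luciferin detection reagent, cell-free biochemical luciferase assay / Also added: ATP substrate / Schedule: 10 min at ambient temperature / Measured by: luminescence measurement of luciferase light output / Benchmarks: low control with PBS replacing ATP, high control enzyme plus ATP without compound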
bIAP activator – increases bovine intestinal alkaline phosphatase activity; purified bovine IAP, CDP-star luminescence, 30 min; hits give high values; fold of DMSO-control signal, blank-subtracted; activation factor at 20 µM; 0.17% of 200,000 active; AID 1016;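 active = activation factor of 2 or more at 20 µM, a signal rise over negative controls twice the positive control's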
TNAP inh hi DEA – TNAP (human) inhibition, high acceptor | purified TNAP, CDP-star luminescence, 1 M DEA | inhibition, % at 20 µM | 0.03% of 200,000 active;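 active = over 50% inhibition of tissue-nonspecific alkaline phosphatase at 20 µM in the single-dose screen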;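 note: plate controls were DMSO wells for no effect and EDTA-quenched wells as full inhibition for full effect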
Target sequence (P05186 whole entry, looked up): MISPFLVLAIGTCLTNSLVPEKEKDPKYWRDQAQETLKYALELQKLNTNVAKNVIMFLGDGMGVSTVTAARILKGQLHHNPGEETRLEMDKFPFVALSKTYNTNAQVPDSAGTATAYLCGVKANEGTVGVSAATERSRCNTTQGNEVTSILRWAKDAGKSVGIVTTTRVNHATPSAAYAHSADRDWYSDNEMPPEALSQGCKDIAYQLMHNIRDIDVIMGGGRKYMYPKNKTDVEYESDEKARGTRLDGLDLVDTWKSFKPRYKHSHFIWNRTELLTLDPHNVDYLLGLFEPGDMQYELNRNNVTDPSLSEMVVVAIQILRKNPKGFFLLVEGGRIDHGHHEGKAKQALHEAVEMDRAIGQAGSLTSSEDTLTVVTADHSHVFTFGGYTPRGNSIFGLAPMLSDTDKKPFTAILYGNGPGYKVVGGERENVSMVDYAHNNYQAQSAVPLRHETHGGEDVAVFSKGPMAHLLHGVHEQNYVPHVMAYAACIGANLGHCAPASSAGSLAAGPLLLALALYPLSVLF
TNAP act hiacc – activators of human TNAP at high phosphate acceptor concentration | purified TNAP, CDP-star luminescence, 1 M DEA, 30 min; hits give high values; 0 = EDTA background, 1 = DMSO-only activity | activation factor at 20 µM | 200,000 tested, under 10 active;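 active = activation factor at least 2 at 20 µM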
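Test system – human TNAP · Doses – 20 µM single point · Incubation – 30 min, room temperature · Signal – luminescent substrate turnover signal · Read-out basis – activation factor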
FLuc inhib CS – Photinus pyralis luciferase inhibition counter-screen; inhibition, % at 10 µM; 1.5% of 200,000 active; P08659; ATPLite firefly luciferase biochemical luminescence, 10 min;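 active = inhibition above about 50% when tested at 10 µM, limit read from the data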
APP 5'UTR act – activates APP 5'UTR luciferase reporter; SH-SY5Y APP 5'UTR luciferase reporter, luminescence; zero percent = DMSO vehicle wells; activation, % at 2 µM; 1% of 190,000 active;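 active = activation above a set limit, based on mean plus 3 SD of controls, cut at about 140% in these data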; note: values of inactives mirror those of a sister screen read the other way
PMI act satM6P – activators of human phosphomannose isomerase at near-saturating mannose 6-phosphate; P34949; coupled PMI enzyme assay, resazurin fluorescence, 20 min; hits give high values; 1 = untreated enzyme, 0 = substrate-free blank; activation factor at 20 µM; 0.34% of 190,000 active;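 active = activation factor of 2 or more at 20 µM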
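test system = human PMI in coupled enzyme assay | medium = HEPES-buffered pH 7.4 with magnesium and detergent | also added = 1.0 mM mannose-6-phosphate substrate with 0.22 mM NADP+ | compound = 20 µM single dose | times = 20 min incubation at room temperature | measured by = resorufin fluorescence (Ex 544/Em 590 nm) from resazurin via diaphorase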
TNAP inh noacc – blocks human TNAP activity with no phosphate acceptor present | P05186 | AID 1012 | inhibition, % at 20 µM | purified TNAP, CDP-star luminescence, 30 min | 0.26% of 200,000 active;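 active = tissue-nonspecific alkaline phosphatase inhibition above about 50% at 20 µM in the single-dose screen, limit read from the data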;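 note: 0% = DMSO negative control and 100% = EDTA positive control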
Numbers without * were called inactive; x = not tested or not shown.

canonical_smiles,NF-kB expr up,PMI act,FLuc stim CS,bIAP activator,TNAP inh hi DEA,TNAP act hiacc,FLuc inhib CS,APP 5'UTR act,PMI act satM6P,TNAP inh noacc
CC(=O)Oc1ccc(/C=N/NC(=O)CCSc2ccccc2)cc1,1.3,0.9,1,1.3,-1,1,-3,14,1,2
O=C(NCc1ccc2c(c1)OCO2)c1c(F)c(F)c(F)c(F)c1F,1,1,1.1,0.9,0,1,-7,-9,1,-9
O=C(NCCC1=CCCCC1)c1cc(-c2ccccn2)nc2ccccc12,0.94,1,1,1,-2,1,-4,-2,1,-1
COc1cc(Br)c(CCNC(=O)c2ccco2)cc1OC,1.2,1,1.1,1,-4,1,-7,0,1,-12
CCN(CC)S(=O)(=O)c1ccc(NC(=O)c2cccnc2Cl)c(NC(=O)c2cccnc2Cl)c1,1.2,0.9,1,0.9,-5,1.1,-3,10,1,-22
CCN(CC)CCNC(=O)c1cc(S(C)(=O)=O)ccc1OC,1.1,1.3,1,0.9,-5,1,-1,0,1.3,-11
COCCn1nnnc1C(c1ccc(OC)cc1)N1CCC(C)CC1 (configuration not stated),1.1,1,1.1,1,-4,1,-6,7,1.1,-14
COc1ccc(C(C[N+](=O)[O-])n2nc(C)cc2C)cc1 (configuration not stated),1.2,0.9,1.1,0.9,0,1,-5,-1,0.9,-3
Cc1ccc(-c2nc(CS(=O)CC(=O)NCCCN3CC(C)CC(C)C3)c(C)o2)cc1 (configuration not stated),0.84,1.1,1.1,1,-8,1.1,-10,x,1.1,1
Cc1cc(C)n(C(C[N+](=O)[O-])c2ccc(Cl)cc2)n1 (configuration not stated),1.2,1,1,1,10,0.9,3,-3,1.1,4
Cc1cccc(NC(=O)CSc2nc(N)c(NC(=O)c3cccs3)c(=O)[nH]2)c1,1.2,1,1.1,0.8,-4,1,-5,-19,1,-12
CCCCS(=O)c1c(O)c2ccccc2[nH]c1=O (configuration not stated),1.1,1.1,1.1,1.1,-3,1,-5,-23,1,-9
CNC(=S)N(Cc1cc2cc(C)cc(C)c2[nH]c1=O)C1CCCC1,0.91,0.9,1.1,1.1,-2,1,-5,-14,0.9,-3
Cc1cc(NC(=O)CSc2nc3ccsc3c(=O)n2CCCC(=O)NCCc2ccccc2)no1,1.2,1,1.1,1,-3,1,-6,-1,1.1,-11
N=C1/C(=C\c2ccc(OC(=O)c3ccco3)cc2)C(=O)N=C2SC=NN12,1.2,1.1,0.7,0.8,3,1,30,7,1,-13
COc1ccc(NC(=O)CCc2nc(-c3ccc(C)cc3)no2)cc1Cl,1.3,0.9,1,0.8,-4,1,1,9,0.9,-5
Cc1[nH]c(=O)c(C#N)c2c1COC(C)(C)C2,x,1,1,1.1,-2,1,-4,-1,1,4
COC(=O)c1sccc1-n1cccc1C(=O)NCc1ccccc1,1.1,1,1.1,0.9,-4,1,-6,4,1,-12
CCc1ccc(C(=O)COC(=O)C(Cc2ccccc2)NC(=O)c2ccc(Cl)cc2)cc1 (configuration not stated),1.1,0.9,1,0.8,2,1,1,-2,1,-3
CCN1C(=O)S/C(=C/c2ccc(Sc3nc4ccccc4[nH]3)o2)C1=O,0.69,0.4,1,1,1,1,4,23,0.8,-20

Quoted at random: two entries already listed
canonical_smiles,NF-kB expr up,PMI act,FLuc stim CS,bIAP activator,TNAP inh hi DEA,TNAP act hiacc,FLuc inhib CS,APP 5'UTR act,PMI act satM6P,TNAP inh noacc
Cc1[nH]c(=O)c(C#N)c2c1COC(C)(C)C2,x,1,1,1.1,-2,1,-4,-1,1,4
CCCCS(=O)c1c(O)c2ccccc2[nH]c1=O (configuration not stated),1.1,1.1,1.1,1.1,-3,1,-5,-23,1,-9

The main list resumes, repeating the four entries before the break.
canonical_smiles,NF-kB expr up,PMI act,FLuc stim CS,bIAP activator,TNAP inh hi DEA,TNAP act hiacc,FLuc inhib CS,APP 5'UTR act,PMI act satM6P,TNAP inh noacc
Cc1[nH]c(=O)c(C#N)c2c1COC(C)(C)C2,x,1,1,1.1,-2,1,-4,-1,1,4
COC(=O)c1sccc1-n1cccc1C(=O)NCc1ccccc1,1.1,1,1.1,0.9,-4,1,-6,4,1,-12
CCc1ccc(C(=O)COC(=O)C(Cc2ccccc2)NC(=O)c2ccc(Cl)cc2)cc1 (configuration not stated),1.1,0.9,1,0.8,2,1,1,-2,1,-3
CCN1C(=O)S/C(=C/c2ccc(Sc3nc4ccccc4[nH]3)o2)C1=O,0.69,0.4,1,1,1,1,4,23,0.8,-20
COc1ccc(Nc2ncnc3ccccc23)cc1,2.4,1.1,0.8,0.8,-2,1,16,52,1.1,-11
O=C(COc1ccc2c(-c3ccccc3)cc(=O)oc2c1)NCc1cccs1,1.2,0.9,1,1,-1,1,-3,12,1,-23
COc1ccc(OC)c(Cc2nnc(CCC(=O)NCc3nc4ccccc4s3)o2)c1,1,1.1,1,1.1,-3,1,-4,-3,1.1,-8
CC(=O)Nc1ccc(S(=O)(=O)N(C)CCOCc2ccccc2)cc1,0.86,0.9,1,1,-6,1.1,-2,-2,1,-2
O=C(O)CC(NC(=O)COc1ccccc1)c1cccc([N+](=O)[O-])c1 (configuration not stated),1.1,1.2,1,1,-2,1,-2,14,1.1,-6
C#CCNC(=O)C1=C[C@@H](c2ccccc2)[C@H](CCCO)[C@@H](OCC)O1,1.1,1,1,1.1,-4,1,0,8,1,-4
N#C/C(=N\Nc1ccc(Cl)cc1)C(=N)N1CCCCCC1,1.3,0.9,0.9,1.1,5,1,14,236*,0.9,-14
CSc1ccccc1NC(=O)CN(C)CC(=O)Nc1ccc(N2CCOCC2)cc1,1.3,1,1,1.1,2,1,0,-3,1,1
COc1ccc(CN(Cc2ccccn2)S(=O)(=O)c2ccc(-n3cnnn3)c(OC)c2)cc1,1.1,0.9,1.1,1,-8,1.1,-8,2,0.9,-11
CC1CCCCC1NC(=O)COn1nnc2ccc(Cl)cc21 (configuration not stated),1.4,1,1,0.9,-7,1.1,-5,6,1,-14
N#CC1=C(N)Nc2nc3ccccc3n2C1c1ccc(Cl)cc1 (configuration not stated),1.6,1.1,1,1,-4,1,2,0,1,-10
CCc1c(C)nc2ncnn2c1N1CCC(C(=O)Nc2ccc(C)cc2)CC1,0.62,1,1.1,1,-1,1,-9,5,1,-8
O=C(Nc1cccc(C(F)(F)F)c1)NC1CCCCC1,0.92,1,1,0.9,-5,1.1,0,11,1,-20
CN(CCO)c1nc(N)c2c(N)nc3c(c2c1C#N)CC(=O)N3Cc1cccs1,0.66,0.9,1,1.1,-2,1,-3,19,0.7,-25
CC(C)Oc1ccc(C2CC(=O)N(c3cccc(C(=O)O)c3)C2=O)cc1 (configuration not stated),1.8,0.9,1,0.9,-7,1.1,0,15,0.9,-13
O=C(CCSCc1cccc(Cl)c1)NCCc1ccc(Cl)cc1,0.94,0.8,1,1,0,1,-3,-6,0.8,-4
CCOc1cc(CNc2ccc3c(c2)CCC3)ccc1O,1.1,1,1.1,0.8,-6,1.1,-5,10,1.2,-11
O=C(CSc1nnc(C2CC2)n1Cc1ccco1)NCC(F)(F)F,1.1,1,1,1,-5,1,0,-8,0.9,-8
C=CCn1c(SCC(=O)NCc2cccs2)nnc1C1CCCCC1,1.1,0.9,1.1,0.9,-4,1,-6,2,0.9,-5
Cc1ccc(NC(=O)C2OCCc3ccccc32)cc1Cl (configuration not stated),x,1,1,1.1,-5,1.1,-3,20,1,-5
COC(=O)C1=CN(Cc2ccc(OC)cc2)C=C(C(=O)OC)C1c1ccsc1,0.81,0.9,1.1,1.3,-8,1.1,-9,-10,1,-22
COc1ccccc1C(=O)NNC(=O)C(=O)NC(C)(C)C,1.1,1.2,1,1.5,0,1,4,-14,1.1,-14
CCN(CCNC(=O)c1ccc(CSc2nc3ccncc3[nH]2)cc1)c1ccccc1,0.49,1,1,0.9,-2,1,-5,-3,1,-7
Cc1ccc(S(=O)(=O)N2CCCCC2)cc1NC(=O)COC(=O)CNC(=O)c1cc(Cl)cc([N+](=O)[O-])c1,1.4,1.1,1,1.1,-2,1,-4,8,1,2
CCOC(=O)NCc1ccc(S(=O)(=O)Nc2ccccc2C)cc1,1.2,1,1,1.1,-4,1,-5,-2,0.9,-10
COc1cc(C2c3c([nH]c(=O)[nH]c3=O)Nc3ccc4ccccc4c32)cc(OC)c1OC (configuration not stated),1.2,0.9,1,1,-5,1,-4,12,0.6,-8
O=C(Nc1nccs1)c1ccc(S(=O)(=O)N2CCCCC2)cc1,1,0.9,1,0.9,-3,1,-5,-2,0.9,-10
O=C(CSc1ccc2ccccc2c1)Nc1ncccn1,1.1,1.1,1,1,-3,1,-2,2,1.1,5
O=S(=O)(CC(O)COc1ccccc1Cl)c1ccccc1 (configuration not stated),0.88,1.1,1,0.9,-2,1,-2,4,0.9,6
COCCN(CC(=O)NC1CCCCC1)C(=O)CCCC(=O)Nc1ccccn1,0.98,0.9,1,1,-1,1,-3,20,0.9,-5
Cc1ccc(Nc2nc(CSc3nnnn3C)cs2)cc1,3.3,0.8,0.4,0.7,1,1,62*,71,0.8,-2
CC(C)CN(C(=O)COC(=O)c1ccccc1SCC(=O)NC1CCCCCC1)C1CCS(=O)(=O)C1 (configuration not stated),1.1,1,0.9,0.9,-2,1,5,1,1,-10
CN(C)c1ccc(CN(C(=O)COc2ccccc2)C2CCS(=O)(=O)C2)cc1 (configuration not stated),1.1,0.9,1,1.1,-2,1,-4,8,1,-8
Cn1c(=O)[nH]c(=O)c2c1nc(NC1CCCCC1)n2CC(=O)NC1CCCCC1,1,1,1.1,1,0,1,-7,6,0.9,-5
c1ccc(Cn2nnnc2C(c2cccs2)N2CCc3ccccc3C2)cc1 (configuration not stated),0.82,1,1.1,0.7,-3,1,-10,9,1.1,-10
COc1cccc(-c2nn(-c3ccccc3)cc2C(=O)OCC(=O)Nc2ncc(Cl)cc2Cl)c1,0.81,1,1,2*,4,1,-1,-13,1,-9
O=C(COC(=O)c1ccccc1O)NCCCc1ccccc1,1.2,1.1,1.1,0.9,-6,1.1,-9,-13,1.1,-17
C=CCn1c(=O)c2ccccc2n2c(SCC(=O)Nc3sc(C)c(CC)c3C(=O)OCC)nnc12,0.63,0.9,1.1,1,0,1,-9,12,1,22
COc1ccc(NC(=O)C2C(=O)N(C)C3(C)CC2c2ccccc2O3)cc1 (configuration not stated),0.83,1,1,1,-6,1.1,-4,24,1.1,-13
COc1cccc(CN(CC(=O)NCC2CCCO2)C(=O)CCC(=O)Nc2cc(C)on2)c1 (configuration not stated),0.98,1,1,1.1,-5,1,-4,1,1,-12
CC[N+](C)(C)Cc1ccccc1Br,0.97,1.1,1.1,0.9,-6,1.1,-9,-15,1.1,-12
